# IL1B secr inh = qHTS for Inhibitors of Inflammasome Signaling: IL-1-beta AlphaLISA Primary Screen; THP-1 LPS/ATP IL-1B secretion, AlphaLISA, 16 h; active compounds read low; activity change, % at 57.5 µM; hit rate 4.7% among 360,000; AID 743279, 2014; in the data active = activity change below about -50%; inconclusive = mostly about -30% to -49%; also: % is scaled to controls: 0 for no effect and ±100 for the full control effect
#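 THP-1 cells pretreated 1 hr with compounds (up to 57.5 uM final), then stimulated with LPS (250 ng/mL final) plus ATP (1.25 mM final); secreted IL-1B measured by AlphaLISA after 16 hr, decreased signal indicating inhibition.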
# MCF10A rereplic = A quantitative high throughput screen for small molecules that induce DNA re-replication in MCF 10a normal breast cells; MCF 10A DNA re-replication, Hoechst nuclear intensity, 48 h; hit rate 2.9% among 350,000; Potency, µM (series often up to 46.1 µM), inactives show at the highest dose activity, positive = re-replication, usual class: activators; AID 624296, 2012; also: potency is read from the fitted curve at half-maximal effect; % of control where 0% means no effect; nearly all actives have a fitted effect of over 50% in size
# ATXN2 expr inh = Primary qHTS for Inhibitors of ATXN expression; HEK-293 ATXN2-luciferase reporter, luminescence, 24 h; hit rate 0.72% among 360,000; AID 1745845, 2022; Potency, µM (highest dose often 57 µM), inactives show top-dose activity change, negative = inhibition, actives largely listed as inhibitors; also: potency is read from the fitted curve at half-maximal effect; % is scaled to controls: 0 for no effect and ±100 for the full control effect; nearly all actives have a fitted effect of over 55% in size
#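 ATXN2-luciferase reporter cells (luciferase flanked by upstream and downstream ATXN2 gene portions) were treated 24 h at 37 °C with compounds at up to 57 uM. SteadyGlo luminescence gave expression; GF-AFC fluorescence gave viability.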
# HepG2 viability = qHTS for Inhibitors of TGF-b: Cytotox Counterscreen; HepG2 CAGA-GFP viability, ATP luminescence, 18 h; Potency, µM (series often up to 46.1 µM), without a hit: top-dose activity change, negative = cytotoxicity, most hits filed as cytotoxic; hit rate 0.76% among 410,000; AID 588856, 2011; also: potency is read from the fitted curve at half-maximal effect; some results filed as inactive show a strong effect at the top dose
#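 CellTiter-Glo luminescence gave cytotoxicity after 18 hours at 37 degrees C. The cells were HepG2 CAGA-GFP in 1% FBS DMEM, stimulated with 500 pg/mL TGF-beta after compound addition. %Activity was normalised to no-cell wells (complete cell-killing) and DMSO (no toxicity), and curves were fitted and classified.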
# TGFb inhibitor = qHTS for Inhibitors of TGF-b. HepG2 CAGA-GFP TGF-b/SMAD3 reporter, GFP fluorescence, 18 h; TGF-beta stimulated, 500 pg/mL final. hit rate 1.2% among 410,000. AID 588855, 2011. Potency, µM (titrated, usually from 46.1 µM), for the others: top-dose activity, negative = inhibition, most hits filed as inhibitors; also: potency is read from the fitted curve at half-maximal effect; % is scaled to controls: 0 for no effect and ±100 for the full control effect; nearly all actives have a fitted effect of over 65% in size
#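 HEPG2 CAGA-GFP, 1000 cells/well; 2 h settle, 37 C; cpd via pin tool; TGF-b 500 pg/mL final; 18 h, 37 C; GFP imaging ex488/em500-530; %Activity normalised to -TGF-b and +DMSO controls; CRC fit, curve class.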
# Nrf2 inh = Nrf2 qHTS screen for inhibitors; A549 ARE-Fluc reporter, luciferase luminescence, 18-24 h; Potency, µM (titrated, usually from 46 µM), without a hit: at the top dose activity change, negative = inhibition, most hits filed as inhibitors; hit rate 2.1% among 360,000; AID 504444, 2011; also: potency is read from the fitted curve at half-maximal effect; % is scaled to controls: 0 for no effect and ±100 for the full control effect; nearly all actives have a fitted effect of over 60% in size
#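 Nrf2 function is reported as luminescence of an ARE-controlled luciferase in A549 cells. Compounds were tested at several concentrations, and a CellTiter-Fluor read on the same wells flagged cytotoxicity.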
# S2 tox = Viability Counterscreen for Primary qHTS for Inhibitors of ATXN expression. S2 cells (HEK-293 line with an ATXN2-luciferase reporter) viability, CellTiter-Fluor protease fluorescence, 24 h. Potency, µM (series often up to 56.7 µM), hits mostly cytotoxic. hit rate 0.49% among 400,000. AID 651635, 2014; also: potency is read from the fitted curve at half-maximal effect; nearly all actives have a fitted effect of over 40% in size
# A549 viability = Nrf2 qHTS screen for inhibitors: counterscreen for cytotoxicity; A549 ARE-Fluc cells, CellTiter-Fluor viability, 18-24 h; hit rate 0.16% among 390,000; Potency, µM (highest dose often 46 µM), inactives show at the highest dose activity change, negative = cytotoxicity, hits mostly inhibitors; also: potency is read from the fitted curve at half-maximal effect; % is scaled to controls: 0 for no effect and ±100 for the full control effect
#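 A549 ARE-Fluc cells in 5% FBS OPTI-MEM, 5000 cells/well, rested 2 h then exposed to compounds in concentration-response for 18-24 h at 37 °C. Viability by CellTiter-Fluor fluorescence (Ex 405/Em 525) after 30 min; luciferase luminescence (BugLite, 15 min, RT) read afterwards.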
# Nrf2 ARE act = qHTS of Nrf2 Activators; AREc32 ARE-luciferase reporter (MCF7-derived line), luminescence, 24 h; Potency, µM (titrated, usually from 46.1 µM), for inactives: at the top dose activation, usual class: activators; hit rate 0.31% among 410,000; also: potency is read from the fitted curve at half-maximal effect; % of control where 0% means no effect; nearly all actives have a fitted effect of over 65% in size
#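 Nrf2 activation is followed as ARE-luciferase induction in the AREc32 line after one day of compound treatment; luminescence is read with Steady-Glo.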
# * = called active by the depositor; i = inactive; ? = inconclusive; . = not tested or not shown; [ ] = another dose, or the depositor's remark. Unless noted, calls follow the shape of the dose curve; as a rule, active = well fitted curve in the direction sought with a large enough effect; inconclusive = small, poorly fitted or top-dose-only effect, or another doubt; inactive = no such curve, though single readings can be large; an effect the other way counts as inactive or inconclusive.
SMILES,IL1B secr inh,MCF10A rereplic,ATXN2 expr inh,HepG2 viability,TGFb inhibitor,Nrf2 inh,S2 tox,A549 viability,Nrf2 ARE act
O=C(Cc1ccccc1[N+](=O)[O-])NCc1ccncc1,7,?,9%,-4%,0%,17%,i,2%,3.1%
CCC(C)NC(=O)CNC(=S)N(Cc1ccccc1)Cc1cccnc1 (stereo not given),25,-3%,4%,10%,0%,-4%,i,-3%,0.1%
O=C(Cn1nc(C(=O)O)c2ccccc2c1=O)Nc1cccc(Br)c1,-17,-1%,4%,-26%,10%,-4%,i,-7%,3.5%
COc1ccc(C2CC(c3ccccc3)=NN2C(=O)COC(=O)c2ccc(S(C)(=O)=O)cc2)cc1 (stereo not given),-12,2%,9%,-33%,0%,6%,i,-4%,0.1%
O=C(COC(=O)c1cncc(Br)c1)Nc1ccc(F)c(F)c1F,17,1%,-1%,6%,0%,8%,i,2%,0.2%
COc1ccc(NC(=O)C(=O)NNC(=O)c2cccs2)c(OC)c1,-5,3%,-11%,-13%,-9%,-17%,i,-15%,-0.5%
COc1ccc(CC(=O)Oc2ccc(C#N)cc2)cc1,4,3%,-11%,-2%,2%,1%,i,14%,-0.9%
Cc1c(N/N=C(\C#N)C(=O)c2ccccc2)c(=O)n(-c2ccccc2)n1C,106,16%,14µM*,0%,1%,?,?,21µM*,-1.2%
OCc1c(Cl)nc2ccccn12,15,-4%,32%[activator],1%,9%,-2%,i,-6%,-0.5%
Cc1ccc(CNC(=O)CCc2nnc3ccc(N4CCC5(CC4)OCCO5)nn23)cc1,12,-9%,.,13%,3%,10%,i,2%,-0.9%
COc1cc(OC)cc(C(=O)NNC(=O)c2cc3c(s2)CCCC3)c1,-4,-2%,.,-6%,-11%,2%,i,-13%,-0.3%
Cc1cc2cc(CNC(=O)Nc3ccc(Cl)c(Cl)c3)ccc2n1C,-3,8%,-4%,-7%,-32%,-16%,i,0%,-0.7%
CC1Cc2cc(S(=O)(=O)N3CCCCC3C)ccc2N1C(=O)C1CCC1 (stereo not given),10,?,.,-27%,-23%,7%,i,16%,2.8%
S=C(Nc1ccccc1)N1CCN(c2ccccn2)CC1,-25,-7%,-3%,2%,11%,-20%,i,5%,-0.1%
CC(=O)c1cccc(NC(=O)CSc2nc(C3CC3)nc3ccccc23)c1,-96*,?,-28%,-28%,0%,4%,?,1%,20%
Cn1c(C(=O)O)ccc1S(=O)(=O)N1CCCCCC1,.,-15%,-6%,-26%,-19%,8%,?,1%,2.7%
CCN(CC)C(=S)Sc1c(-c2ccccc2)c2cc(Cl)ccc2[nH]c1=O,-61*,?,-16%,-3%,?,?,i,?,-0.4%
O=C(COC(=O)c1cccs1)Nc1nc(-c2ccccc2)cs1,-5,-5%,19%,1%,2%,20%,i,2%,1.6%
Cc1ccsc1C1NC(=O)c2c(sc3c2CCCC3)N1 (stereo not given),-4,?,84%[activator],-17%,-15%,?,?,-3%,6.9%
CCN(CC)CC#CC(OC)(c1ccccc1)c1ccccc1,-11,19%,-17%,-31%,?,?,i,-6%,3.5%
Cc1ccccc1-c1nnn(CC(=O)Nc2sc3c(c2C#N)CCC(C(C)(C)C)C3)n1 (stereo not given),.,.,11%,3%,-1%,0%,i,-7%,-0.3%
COC(=O)c1c(C)nc2ccccc2c1-c1ccccc1,5,?,0%,-19%,2%,4%,i,3%,-0.5%
Cc1nn(Cc2ccc([N+](=O)[O-])cc2)c(=O)n1N(C)c1ncc(C(F)(F)F)cc1Cl,-3,5%,-16%,-6%,-4%,?,i,-3%,0.3%
Cc1ccsc1/C=N/NC(=O)c1ccc(-n2cccc2)cc1,0,5%,.,-9%,11%,?,i,-5%,3.1%
COCCN(C(=O)Cc1cccs1)C(C(=O)NC1CCCC1)c1ccc(OC)c(OC)c1 (stereo not given),-1,-1%,-12%,-2%,-5%,-2%,i,3%,-0.5%
CCOC(=O)C(NC(C)=O)C(=O)Nc1ccc(OC)cc1 (stereo not given),-14,-8%,-27%[11.3 µM],12%,-10%,11%,i,11%,2.9%
CCOc1ccc(NS(=O)(=O)c2ccc(-c3cnc(C4CC4)o3)cc2)cc1,39,6.5µM*,.,-12%,?,-2%,i,-13%,3.0%
CC1(C(=O)NS(=O)(=O)c2cccc(OC(F)F)c2)CCN1C(=O)c1ccccc1CCc1ccccc1 (stereo not given),29,.,-13%,-18%,1%,.,i,.,0.2%
COc1ccc(OCCNc2cc(N3CCCCC3)ccc2[N+](=O)[O-])cc1,?,15%,-9%,-22%,6%,?,?,-23%,0.9%
NNC(=O)CCn1nnc2ccccc21,32,-6%,0%,5%,-20%,5%,i,-3%,0.1%
c1ccc(CCNCc2ccco2)nc1,3,-3%,8%,-4%,1%,28%,i,-10%,0.1%
CN(C)S(=O)(=O)c1ccc(NC(=O)COC(=O)CC2CC3CCC2C3)cc1 (stereo not given),0,-8%,6%,-15%,-4%,-1%,i,-7%,-1.1%
O=C(C1CCC(Cn2c(=S)[nH]c3ccccc3c2=O)CC1)N1CCN(c2ccccn2)CC1 (stereo not given),13,-5%,?,-2%,-17%,18µM*,i,?,0.2%
COc1ccc(C)cc1NC(=O)Nc1ccc2c(c1)CCC2,?,23µM*,-1%,-7%,-17%,1%,i,4%,-0.6%
O=C(c1ccc(C(F)(F)F)cc1)N1CCN(c2ccc(N3CCOCC3)nn2)CC1,15,14%,-10%,-9%,?,-9%,i,1%,0.1%
Cc1cc(C)c[n+](-c2[nH]c(=O)sc2/C=N/N=C(\N)[S-])c1,-8,5%,.,-9%,-12%,1%,i,5%,0.0%
S=c1[nH]nc(COc2ccc(Cl)cc2)n1-c1ccc(Cl)cc1,4,7%,-5%,-5%,-25%,?,i,-4%,0.0%
CCCS(=O)(=O)NC(=O)C1(C)CCCN(C(=O)c2cccnc2Oc2ccccc2)C1 (stereo not given),1,.,5%,1%,41%,.,i,.,0.1%
COc1cccc(C(=O)OC2CCN(C)CC2)c1,2,1%,3%,3%,-5%,-2%,i,1%,-0.7%
COC(=O)C1=NN[C@H](C(=O)OC)[C@H]1c1ccccc1,17,4%,-8%,-33%,2%,-22%,i,2%,-0.1%
CCOc1cc(NC(=O)C2CC2)c(OCC)cc1NC(=O)CCn1nnc2ccccc21,0,12%,-3%,-3%,-30%,3%,i,7%,-0.3%[9.22 µM]
Nc1nc(-c2cc3ccccc3o2)cs1,-75*,?,102%[activator],-6%,-18%,?,i,-2%,3.3%
CCCNS(=O)(=O)c1ccc(N2CCCC2=O)c([N+](=O)[O-])c1,-1,5%,2%,8%,5%,27%,i,-4%,-0.2%
CCCC(=O)NC(=S)Nc1ccccc1OC,15,-2%,-10%,-24%,-11%,16%,i,5%,3.4%
CC(C)(C)c1nc(CN2CCCCC2)cc(CN2CCCCC2)c1O,-6,26%,3%,-21%,-9%,14%,i,-22%,-0.3%
O=C(CCC(=O)N/N=C/c1ccccc1O)NCc1ccccc1,44,?,-25%,-33%,0%,-29%,i,-6%,0.1%
CCc1nnc(NS(=O)(=O)c2ccc(N/C=C(\C=O)c3nc4cc(Cl)ccc4o3)cc2)s1,33,?,14%,-12%,5%,?,i,1%,?
COC(=O)c1ccc(C(=O)OC)c(NC2=NS(=O)(=O)c3ccccc32)c1,4,-7%,-6%,41%,-27%,0%,i,0%,-0.4%

# Sorted by the number under Nrf2 ARE act (ascending): three of the compounds above.
Compound	Nrf2 ARE act
CC(C)(C)c1nc(CN2CCCCC2)cc(CN2CCCCC2)c1O	-0.3%
CCCNS(=O)(=O)c1ccc(N2CCCC2=O)c([N+](=O)[O-])c1	-0.2%
Nc1nc(-c2cc3ccccc3o2)cs1	3.3%

# (cont.)
SMILES,IL1B secr inh,MCF10A rereplic,ATXN2 expr inh,HepG2 viability,TGFb inhibitor,Nrf2 inh,S2 tox,A549 viability,Nrf2 ARE act
CCN(CC)C(=O)c1ccc(S(=O)(=O)NCc2cccnc2)cc1,31,7%,-2%,-19%,-19%,-25%,i,0%,-0.9%
COc1cccc(/C=N/Nc2nc3ccccc3n3cnnc23)c1,16,10%,1%,0%,10%,-8%,i,0%,0.2%
CC1CCN(C(c2ccc(N(C)C)cc2)c2nnnn2Cc2ccc(F)cc2)CC1 (stereo not given),-2,12%,-1%,7%,6%,-7%,i,-5%,-0.1%
CCCc1ccc(C(=O)NNc2cccc(C)c2)cc1,-4,?,-20%,-15%,0%,?,i,-1%,0.0%
CC(C)OCCCNC(=O)Cn1ncc2c(=O)oc3ccccc3c21,12,0%,-16%,-5%,1%,10%,i,0%,-0.8%
COc1ccc(N2CCN(C(CNC(=O)C(=O)NCc3ccc4c(c3)OCO4)c3ccco3)CC2)cc1 (stereo not given),21,?,-35%,-6%,?,?,?,2%,0.3%
COc1ccnc2c1c(=O)n(Cc1cccc(Cl)c1)c(=O)n2C,31,1%,.,-8%,-27%,4%,i,-3%,0.5%
O=S(=O)(c1cccc2nsnc12)N1CCc2ccccc21,-7,4%,0%,2%,?,-26%,i,0%,-1.4%

# Ordered by molar mass (falling): three of the compounds above
SMILES,IL1B secr inh,MCF10A rereplic,ATXN2 expr inh,HepG2 viability,TGFb inhibitor,Nrf2 inh,S2 tox,A549 viability,Nrf2 ARE act
COc1ccc(N2CCN(C(CNC(=O)C(=O)NCc3ccc4c(c3)OCO4)c3ccco3)CC2)cc1 (stereo not given),21,?,-35%,-6%,?,?,?,2%,0.3%
CCN(CC)C(=O)c1ccc(S(=O)(=O)NCc2cccnc2)cc1,31,7%,-2%,-19%,-19%,-25%,i,0%,-0.9%
COc1cccc(/C=N/Nc2nc3ccccc3n3cnnc23)c1,16,10%,1%,0%,10%,-8%,i,0%,0.2%

# From PubChem BioAssay

# Not a hit list. Share with any hit: about 8.8%.
